# All columns: NCI-60 one-dose screen, growth in % after 48 h at 10 µM unless noted; 100 = growth as untreated, 0 = no growth, -100 = all killed.
# HL-60(TB): HL-60(TB) leukemia cells; AID 1794776; actives 9% (n = 78,000); active = growth percent below 10
# * = called active by the depositor; & = joins results of further samples; [ ] = dose if it differs, or a comment. The list is partial; rates above refer to the full screens.
# Sample of the layout, 5 compounds:
SMILES,HL-60(TB)
CCOC(=O)CC(C(=O)OCC)P(=O)(OCC)OCC (stereo unspecified),105
c1cncc(C2Nc3cccc4cccc(c34)N2)c1,12
ON=C1/C(=N\O)CCC/C1=N/O,74
OCCCNc1oc(-c2ccccc2)nc1[P+](c1ccccc1)(c1ccccc1)c1ccccc1,-36*
CCOCCc1ccncc1,92

# All compounds of this part, previewed entries included:
SMILES,HL-60(TB)
CCOC(=O)CC(C(=O)OCC)P(=O)(OCC)OCC (stereo unspecified),105
c1cncc(C2Nc3cccc4cccc(c34)N2)c1,12
ON=C1/C(=N\O)CCC/C1=N/O,74
OCCCNc1oc(-c2ccccc2)nc1[P+](c1ccccc1)(c1ccccc1)c1ccccc1,-36*
CCOCCc1ccncc1,92
CC(O)CC(=O)c1ccc(O)cc1 (stereo unspecified),90
O=C(Oc1cc(Cl)ccc1Cl)c1ccccc1,88
COc1cccc(/C=C/[C@H]2O[C@@H](C)[C@H](O)[C@@H]2O)c1CO,104
CCCCCCCC(C)NCCOC(=O)c1ccc([N+](=O)[O-])cc1 (stereo unspecified),92
NC(=O)c1cccnc1,102
O=C1c2ccccc2N=C(N/N=C/c2ccccc2)[C@@H]2CCCN12,101
COC1OC(CO)C(OC)C(O)C1NC(O)COCCOC(O)CNC(=S)N=Nc1c(O)[nH]c2ccccc12 (stereo unspecified),100
COc1ccc2nc(CC(=N)c3ccc(N(C)C)cc3)ccc2c1,94
C=C(C)C(=O)OCC1CO1 (stereo unspecified),97
O=C(O)c1ccc(N=C2c3ccccc3-c3ccccc32)cc1,105

# 4 of the compounds above, as labelled records.
> CCOCCc1ccncc1
  HL-60(TB): 92
> CC(O)CC(=O)c1ccc(O)cc1 (stereo unspecified)
  HL-60(TB): 90
> O=C(Oc1cc(Cl)ccc1Cl)c1ccccc1
  HL-60(TB): 88
> COc1cccc(/C=C/[C@H]2O[C@@H](C)[C@H](O)[C@@H]2O)c1CO
  HL-60(TB): 104

# Later entries
SMILES,HL-60(TB)
O=C1c2ccccc2C(=O)N1CN1CCN(c2cc(=O)[nH]c3ccc(F)cc23)CC1,95
NN=C(N)N,94
CCCOCC(O)CNCCN (stereo unspecified),100
CC(C)Cc1ccc(C(C)C(=O)NCc2c[nH]c3ccc(Cl)cc23)cc1 (stereo unspecified),88
Cn1c(=O)c2c(nc(Br)n2CC(=O)Nc2ccccc2)n(C)c1=O,99
COc1cc2oc(-c3cccc(C(=O)Nc4ccc(Cl)cc4)c3)cc(=O)c2c(OCCNC(=O)CN)c1OC,91
O=C(NC(Cc1ccccc1)C(=O)O)OCc1ccccc1 (stereo unspecified),108&100
COc1ccc(/C=c2/c(=O)n(-c3ccccc3)c3nn4c(-c5ccc(Cl)cc5)nnc4n23)cc1,113
CC1(C)COC(=O)C1O (stereo unspecified),54&102
N=c1sccn1/N=C/c1cccnc1,99
CCCCCCCCCCCCCCCCCCCCCCCCCC(=O)OCCCCCCCCCCCCCC,93
Cn1c(=O)c2nc(CC(=Nc3ccc(F)cc3)c3ccccc3)c(=O)[nH]c2n(C)c1=O,97
Cc1[nH]c(=O)[nH]c(=O)c1CN1CCCCC1,114
Nc1ncn(CC#CCO)c(=O)n1,78
COc1ccc(C2=NN(C)C(=O)C3(CCCCC3)C2)cc1,92
OCCn1cc(-c2cnc3nnn(Cc4ccc5ncccc5c4)c3n2)cn1,122
Clc1ccc(N=Cc2ccc3c(c2)OCO3)c(Cl)c1,79
Cc1cc(C)c(S(=O)(=O)O)cc1N,76
COc1ccc(OCc2ccccc2)cc1,60
O=C(Nc1ncc(Cc2cc(Cl)ccc2Cl)s1)c1cccs1,86
Cc1cnc2c(N)cc(C)c(C)c2c1,48
COc1ccc(C(=O)CSc2nccc(Nc3ccc(S(=O)(=O)Nc4nccs4)cc3)n2)cc1,105
CC(=O)OC[C@H]1OC(Sc2sc(C(=O)c3ccc(Br)cc3)c(N)c2-c2nc3ccccc3s2)[C@H](OC(C)=O)[C@@H](OC(C)=O)[C@@H]1OC(C)=O (stereo partly specified),113
CCSC(SCC)C(OC(C)=O)C(OC(C)=O)C(COC(C)=O)OC(C)=O (stereo unspecified),133
C=CCOC(=O)C(C(=O)Cc1ccccc1)c1ccccc1 (stereo unspecified),93
O=C(CNNC(=O)c1ccncc1)Nc1ccc(S(=O)(=O)c2ccc(NC(=O)CNNC(=O)c3ccncc3)cc2)cc1,111
Cc1ccc(C2=CCCCC2)cc1,92
COC(=O)/C(=C/c1ccccc1)CBr,96
CCN(CC)CCCC(C)n1c2nc(=O)[nH]c(=O)c-2nc2cc(Cl)ccc21 (stereo unspecified),89
C=CCNC(=O)OC,94
CCn1c(Sc2nnc(NC(=O)CN3CCCC3)s2)nc2c1c(=O)n(C)c(=O)n2C,109
O=C(Nc1ccc(NC(=O)c2cc(S(=O)(=O)Nc3ccccc3)c(O)c(O)c2O)cc1)c1cc(S(=O)(=O)Nc2ccccc2)c(O)c(O)c1O,70
O=C(CSc1nccc(Nc2ccc(S(=O)(=O)Nc3ccccn3)cc2)n1)c1ccc(Cl)cc1,95
CCOC(=O)c1cc(C(=O)/C=C/c2ccc3c(c2)Sc2ccccc2N3C)n2c(C)cccc12,86
COc1ccc(-c2nn(-c3ccccc3)cc2/C=C/C(=O)O)cc1,94
Cc1cc(CSc2ccccc2C(=O)N2CCN(Cc3ccncc3)CC2)no1,101
S=C1NCCOc2ccccc21,98
O=C(Cc1ccccc1)CC(CC(=O)c1ccccc1)c1ccccc1 (stereo unspecified),81
CS(=O)(=O)Nc1ccc(-n2cnc3cc(-c4ccc(O)cc4)ccc32)cc1,96
CN(C)c1ccc(C=C2C(=O)OC(C)(C)OC2=O)cc1,102
Nc1nc2c(c(=O)[nH]1)NC(CCNc1ccc(C(=O)NC(CCC(=O)O)C(=O)O)cc1)CN2 (stereo unspecified),141
Cc1c(Nc2n[nH]c(=S)s2)c(=O)n(-c2ccccc2)n1C,100
COc1ccc(S(=O)(=O)NCCCNc2nccc(-c3c(-c4ccc(F)cc4)nc4sccn34)n2)cc1OC,52
O=C(O)COc1ccc(F)cc1,94
O=C1NC(c2ccccc2)=CC(c2ccc3c(c2)OCO3)N1 (stereo unspecified),97
CCOC(=O)C1=C(C(=O)c2ccccc2)C(c2ccc(Cl)cc2Cl)C(C(=O)c2ccccc2)=C(C(=O)OCC)N1,87
Cc1ccc(-c2nc(/C=C3/C(=O)N(C)c4ccc(F)cc43)c3ccccn23)cc1,102
O=C1NN(C(=O)c2ccc3ccccc3c2)C(c2ccccc2)=N/C1=C\c1cn(-c2ccccc2)nc1-c1ccccc1,87
O=C(O)c1cccnc1Sc1nc2ccc(Cl)cc2c(=O)n1-c1ccccc1,111
COc1cc(NC(=O)CN2CCN(c3cc4c(cc3F)c(=O)c(C(=O)O)cn4C3CC3)CC2)cc(OC)c1OC,92
OCCc1nc2ccccc2[nH]1,98
CCN(CC)CCOc1ccc(NC(=O)C(C(C)C)N2C(=O)/C(=C/c3ccc(Br)cc3)SC2=S)cc1 (stereo unspecified),28
Cc1ccc(-c2nc(N3CCNCC3)c3oc(-c4ccc(C)cc4)nc3n2)cc1,-69*
COc1ccc2[nH]cc(C(c3c[nH]c4ccc(OC)cc34)C3CCN(S(=O)(=O)c4ccc(F)cc4)CC3)c2c1,121
CCCCC1(c2ccccc2)C(=O)NC(=O)NC1=O,84
COc1cc(/C=N/NC(=O)Cn2c(-c3ccc(C)o3)nc3ccccc32)ccc1OCc1ccccc1,87
CC(=O)Nc1cc2c3ccccc3n(C)c2cc1[N+](=O)[O-],100
CCNc1ccc(-c2nc3ccccc3n3cccc23)cc1,86
CCOC(=O)CC1CSC(N/N=C/c2ccc(OC)cc2)=N1 (stereo unspecified),93
Cc1ccc(OCCn2c(C)nn(-c3ccc(Cl)cc3)c2=O)cc1,114
# (further entries)
SMILES,HL-60(TB)
COc1cc(OC)c2c(=O)c3c([C@H]4c5c(OC)c(O)c6oc7cc(OC)cc(OC)c7c(=O)c6c5[C@@H]5C=C(C)CC(C)(C)[C@H]45)cc(OC)c(O)c3oc2c1,108
C=CCOC(=O)c1ccccc1C(=O)OCC1CO1 (stereo unspecified),148
N=C1/C(=C2\NC3C=CC=CC3S2)C(c2ccc(Cl)cc2)C2C(=O)N(c3ccccc3)C(=S)N12 (stereo unspecified),100
Nc1ccc(S(=O)(=O)Nc2ccc(S(=O)(=O)O)c3ccccc23)cc1,129
Cc1ccc(N2CCN(CCCN3CCN(c4ccccc4Cl)CC3)CC2)cc1,62
O=C1/C(=C/c2cc(F)ccc2F)N=C2SCCCN12,99
CCOC(=O)C1=C(C)NC(=O)NC1c1ccc(OCc2cn(-c3ccc(S(N)(=O)=O)cc3)nn2)c(OC)c1 (stereo unspecified),102
COc1cc(CNC(=O)CCCC/C=C/C(C)C)ccc1OCc1n[nH]c(=S)o1,103
N#Cc1c(N)nc2c(nnn2-c2ccccc2)c1N,92
CC(CO)(CO)c1ccccc1,112
Cc1nc(=S)c2ccccc2[nH]1,102
COC(=O)CCc1ccc(N(CCO)S(=O)(=O)c2ccc(C)cc2)cc1,100
N=C(N)N1CCc2ccccc2C1,109&94
CC(C)c1oc2ccccc2c1C(=O)c1ccc(O)cc1,96
CCC1(CC(C)C)C(=O)NC(=S)NC1=O,133
CC1=CSC2=NCCCCN12,95
O=C(O)CCc1nc2c(=O)[nH]c(=S)[nH]c2[nH]c1=O,104
C=C(C)COc1cc(C)c(Cl)cc1Cl,122
CC1(C)CN(c2cnc(C(=O)Nc3cc(F)cc4cccnc34)cn2)CCN1,12
O=C1OC(=O)C2C3OC(C(Br)C3Br)C12 (stereo unspecified),81
O=C(COc1ccc(-c2nc3ccc([N+](=O)[O-])cc3[nH]2)cc1)N=Nc1c(O)[nH]c2ccc(Cl)cc12,91
CC(C)C1(C)NC(=O)NC1=O (stereo unspecified),107
Cc1cc(C)c(C)c(C(=O)OC(C)C)c1C,79
ClCc1ccc(CCl)c(Cl)c1,102
COc1ccccc1C(=O)c1ccccc1Cc1cccc2ccccc12,90
O=S(=O)(NCCNc1cc(-c2cn(-c3ccccc3)nc2-c2cccc(O)c2)ccn1)c1ccccc1,34
COc1cc(/C=N/NC(=S)NNC(=S)NCc2ccco2)cc(OC)c1OC,107
O=C(CCN1C(=O)/C(=C/c2ccc(O)cc2)SC1=S)Nc1cccc(O)c1,77
CCN1CCN(Cc2ccc(NC(=O)c3cc4ccc5cccnc5c4[nH]3)cc2)CC1,78
O=C(Nc1ccc(OS(=O)(=O)c2ccccc2)cc1)C1CCCCCCC1,50
O=C(Nc1ccc([N+](=O)[O-])cc1Cl)c1cc(Cl)ccc1O,-31*
CCCC(NC(=O)C(C)NC(=O)c1cccc(N2C(=O)/C(=C/c3ccccc3)SC2=S)c1)C(=O)O (stereo unspecified),94
C=C1C(=O)O[C@H]2[C@H]1CC/C(COC(=O)/C=C\C(=O)NC)=C\CC[C@@]1(C)O[C@@H]21,106
COc1cc(C(=O)c2cc(C(=O)/C=C/c3ccccc3)c3c(C)cccn23)cc(OC)c1OC,58
CC(C)CCSc1nc(-c2ccc(F)cc2)c(C#N)c(N2CCOCC2)n1,72
CNC(=O)c1c(C)oc2cc(Oc3ncnc4cc(OC)c(OC)cc34)ccc12,117
CC1(C)CC[C@]23CC[C@]4(C)[C@H](CC[C@@H]5[C@@]6(C)C/C(=C/c7ccncc7)C(=O)C(C)(C)[C@@H]6CC[C@]54C)[C@H]2[C@H]1OC3,61
C=C1C(=O)O[C@H]2[C@H]1CC/C(CNC(=O)/C=C/c1ccccc1)=C\CC[C@@]1(C)O[C@@H]21,-31*
Cn1c2ccccc2c2nnc(N/N=C/c3cccs3)nc21,132
COc1cc(/C=C/c2cc(/C=C/c3ccc(O)c(OC)c3)n(C(=O)Nc3ccc(C)cc3)n2)ccc1O,-28*
O=C(Cc1ccccc1)NC(CSSCC(NC(=O)Cc1ccccc1)C(=O)O)C(=O)O (stereo unspecified),97&98
CCCCNS(=O)(=O)c1ccc(NC(=O)c2ccc3ccccc3c2O)c([N+](=O)[O-])c1,127
O=C1C=CC(=O)N1C1CCCCCCCCCCC1,-10.0*
COc1cc2ncnc(Nc3cc(=O)[nH]c(SC)n3)c2cc1OC,99
COc1ccc(Nc2ncnc3ccc(-c4cncc(NS(=O)(=O)c5cccc(F)c5)c4)cc23)cc1Cl,69

# Retrieved by structure from above (4):
SMILES,HL-60(TB)
CC(C)Cc1ccc(C(C)C(=O)NCc2c[nH]c3ccc(Cl)cc23)cc1 (stereo unspecified),88
Clc1ccc(N=Cc2ccc3c(c2)OCO3)c(Cl)c1,79
COc1ccc(Nc2ncnc3ccc(-c4cncc(NS(=O)(=O)c5cccc(F)c5)c4)cc23)cc1Cl,69
C=CCOC(=O)c1ccccc1C(=O)OCC1CO1 (stereo unspecified),148

# 3 structures already listed, arranged by SMILES length, highest first:
SMILES,HL-60(TB)
O=C(Nc1ccc(NC(=O)c2cc(S(=O)(=O)Nc3ccccc3)c(O)c(O)c2O)cc1)c1cc(S(=O)(=O)Nc2ccccc2)c(O)c(O)c1O,70
COc1ccc2[nH]cc(C(c3c[nH]c4ccc(OC)cc34)C3CCN(S(=O)(=O)c4ccc(F)cc4)CC3)c2c1,121
CCCCCCCC(C)NCCOC(=O)c1ccc([N+](=O)[O-])cc1 (stereo unspecified),92

# The list goes on:
SMILES,HL-60(TB)
COc1ccc(-c2ccc(-c3ccccc3N)c3[nH]c4ccccc4c23)cc1,94
CCCCCCCCCCCCCC/C=C\C(CC(=O)O)C(=O)O (stereo unspecified),72
CCOC(=O)c1cc(-c2cccnc2)nc2ccccc12,104
CC(=O)[C@@H]1CC[C@]2(C#N)CC[C@]3(C)[C@H](CC[C@@H]4[C@@](C)(CCC#N)[C@H](C(C)=O)CC[C@]43C)[C@@H]12,29[100 µM]
Cc1ccc(C(=O)N2CC2C)cc1 (stereo unspecified),60
N#Cc1c(NCc2ccc(Br)cc2)sc2c1CCCC2,101

# Bioassay records from PubChem.
